Assay outcomes: PubChem, Broad Institute
SR-BI HDL uptake: blocks mouse SR-BI lipid uptake from DiI-HDL; hit rate 0.96% among 320,000; AID 488896; ldlA[mSR-BI] CHO cells, DiI-HDL uptake fluorescence, 3 h; inhibition, % at 12.5 µM;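 active means mean replicate inhibition of at least 70% and a set share of replicates each scoring 70 or more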;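 further: 0% = median of neutral control wells and 100% = median of positive control wells; values of inactives mirror those of a sister screen read the other way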
Target sequence (Q61009 whole entry, looked up): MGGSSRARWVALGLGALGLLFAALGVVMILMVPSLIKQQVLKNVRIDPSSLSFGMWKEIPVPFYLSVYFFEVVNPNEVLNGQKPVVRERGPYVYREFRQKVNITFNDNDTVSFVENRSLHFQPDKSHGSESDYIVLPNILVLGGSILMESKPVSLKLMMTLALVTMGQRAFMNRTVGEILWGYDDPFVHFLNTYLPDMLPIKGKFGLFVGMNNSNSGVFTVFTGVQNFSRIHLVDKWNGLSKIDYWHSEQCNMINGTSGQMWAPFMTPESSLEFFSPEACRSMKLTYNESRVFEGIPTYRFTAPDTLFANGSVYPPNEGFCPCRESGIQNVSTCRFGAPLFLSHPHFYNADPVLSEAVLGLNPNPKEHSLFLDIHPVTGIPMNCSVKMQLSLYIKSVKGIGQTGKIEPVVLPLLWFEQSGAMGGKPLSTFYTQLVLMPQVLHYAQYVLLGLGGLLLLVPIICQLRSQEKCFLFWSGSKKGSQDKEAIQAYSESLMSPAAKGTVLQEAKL
PfHsp90 set2: reduces growth (ATP signal) of yeast expressing P. falciparum Hsp90; S. cerevisiae expressing PfHsp90, BacTiter-Glo ATP, 48 h; yeast lacking PDR1 and PDR3 efflux regulators; inhibition, % at 9.4 µM; hit rate 0.32% among 310,000;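 active means every replicate shows inhibition above about 80%, whatever the replicate mean, limit read from the data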;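 further: 0% = DMSO neutral controls and 100% = 20 µM radicicol positive controls; yeast relying on Plasmodium falciparum Hsp90 in place of its own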
CAL PDZ FP-1: blocks peptide binding to human CAL PDZ domain; inhibition, % at 20 µM; purified CAL PDZ, TMR-peptide fluorescence polarization, 1 h; AID 504414; hit rate 0.02% among 330,000;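 active means highest replicate inhibition of at least 40%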;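 further: plate controls were DMSO neutral control wells for no effect and unlabeled competitor peptide control wells for full effect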
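Material – purified CerCALP PDZ construct · Detection – FP readout, S and P plane fluorescence · Measure – percent inhibition from loss of millipolarization · Controls – unlabelled peptide for full inhibition, DMSO wells as neutral · Probe or stimulus – TMR-labelled reporter peptide T*-PRC34 bound in PDZ groove · Times – 1 h at RT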
SR-BI DiI-HDL act: SR-BI HDL lipid transfer activation; CHO ldlA[mSR-BI] cells, DiI-HDL uptake fluorescence, 3 h; 100 = double the neutral-control signal; hit rate 0.096% among 320,000; activation, % at 12.5 µM;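 active means mean replicate activation of at least 60% and every replicate at or above 60%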;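 further: 0% = median plate neutral-control signal and 100% = twice that signal; values of inactives mirror those of a sister screen read the other way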
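system = CHO ldlA[mSR-BI] cells, LDL receptor-null, SR-BI overexpressing | medium = Ham's F12 with 0.5% BSA, HEPES 25 mM, pH 7.4 | probe or stimulus = DiI-HDL 10 µg/mL | compound dosing = single-point compound dose | incubation = compound exposure 3 h, 37 °C | technique = DiI fluorescence, bottom read | read-out = cell-associated DiI fluorescence as measure of HDL uptake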
Rtt109 HAT inh: blocks Candida albicans Rtt109/Vps75 acetyltransferase activity; AID 540336; inhibition, % at 34.9 µM; Q5AAJ8; hit rate 0.16% among 330,000; purified Rtt109/Vps75, ThioGlo CoA-SH fluorescence, 4 h;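 active means inhibition of at least 50% in every replicate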
Target sequence (Q5AAJ8 whole entry, looked up): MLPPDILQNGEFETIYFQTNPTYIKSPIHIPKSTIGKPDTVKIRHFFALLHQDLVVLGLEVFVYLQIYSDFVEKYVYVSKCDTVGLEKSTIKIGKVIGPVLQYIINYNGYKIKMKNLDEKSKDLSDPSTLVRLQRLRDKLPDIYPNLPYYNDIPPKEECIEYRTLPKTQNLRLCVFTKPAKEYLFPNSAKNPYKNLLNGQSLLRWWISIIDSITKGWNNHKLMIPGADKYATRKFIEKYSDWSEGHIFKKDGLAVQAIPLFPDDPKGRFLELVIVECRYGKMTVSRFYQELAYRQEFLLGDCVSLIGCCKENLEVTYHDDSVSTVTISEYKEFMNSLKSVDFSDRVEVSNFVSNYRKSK
MITF act: activators of MITF-driven TRPM1 promoter activity in SK-MEL-5 cells | SK-MEL-5 TRPM1-promoter luciferase, 24 h; % of positive control, neutral wells = 0 | activation, % at 12.5 µM | hit rate 0.75% among 300,000 | AID 588334;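 active means mean activation of at least 80% with every replicate also reaching 80%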;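 further: 0% = neutral control wells and 100% = parthenolide positive control wells; values of inactives mirror those of a sister screen read the other way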
PvdQ inh: blocks Pseudomonas aeruginosa PvdQ acylase activity | hit rate 0.063% among 340,000 | inhibition, % at 10 µM | AID 488965 | purified PvdQ acylase, fluorescence plate reader; in the data active means inhibition above about 30%, passing the limit was not always enough;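 further: 0% = vehicle neutral wells and 100% = reference inhibitor wells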
NSD2 inh: inhibitors of human histone methyltransferase NSD2. NSD2 peptide methylation, AlphaScreen, 120 min. inhibition, % at 12.5 µM. O96028. AID 743445. hit rate 0.54% among 310,000; in the data active means inhibition above about 50%
CAL PDZ FP-2: CAL PDZ (human) peptide binding inhibition. Q9HD26. purified CAL PDZ, TMR-peptide fluorescence polarization, 1 h. inhibition, % at 24.9 µM. hit rate 0.92% among 300,000. AID 602252;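 active means mean inhibition of at least 30% with at least half of replicates also reaching 30%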;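 further: 0% = DMSO neutral control and 100% = excess unlabeled competitor peptide PRC23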
dFosB activator: activators of mouse delta FosB homodimer; P13346; purified delta FosB, TAMRA-CDK5 oligo fluorescence polarization; percent of positive-control signal above neutral wells; activation, % at 25 µM; hit rate 0.99% among 340,000; AID 493131;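 active means mean activation above about 17%, with every replicate also reaching it, limit read from the data, passing the limit was not always enough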;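 further: fluorescence polarization rise as delta FosB binds a TAMRA Cdk5 AP-1 oligo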
The depositor's hits bear a star; . = no result given.

cpd	SMILES	SR-BI HDL uptake	PfHsp90 set2	CAL PDZ FP-1	SR-BI DiI-HDL act	Rtt109 HAT inh	MITF act	PvdQ inh	NSD2 inh	CAL PDZ FP-2	dFosB activator
1	COc1ccc(C(=O)C2CCCN(C(=O)c3ccccc3C(C)=O)C2)cc1F (configuration not stated)	-27	-3	-2.2	27	.	11	14	.	-3	-7
2	Cc1cc(NC(=O)Nc2ccccc2[N+](=O)[O-])no1	-12	5	-0.9	12	-6	2	63*	-17	-3	-8
3	CCN(CC)c1ccc(NC(=O)/C=C\c2ccccc2Cl)cc1	43	-1	-0.4	-43	2	96*	-2	4	0	-13
4	Cc1ccc(N/C(N)=N/c2nc(CSc3nnc(N)s3)cc(=O)[nH]2)cc1	21	16	-1.7	-21	7	2	-11	-4	1	-1
5	CCCCCCCCCCCCCCCC[N+](C)(C)Cc1ccc(F)cc1	4	115*	0.3	-4	5	-23	-11	.	-3	-163
6	COc1ccc(C(=O)Nc2ccc(N3CCN(c4ccc(OC)cc4)CC3)c(C#N)c2)cc1	2	-19	-1.0	-2	5	2	-15	0	-2	-10
7	CCc1cc[n+](-c2nc3ccccc3nc2[N-]S(=O)(=O)c2ccc(Br)s2)cc1	-8	-3	-1.7	8	32	-7	7	4	-4	-9
8	COc1cccc(C=NNc2ccc([N+](=O)[O-])cn2)c1OC	.	-7	-1.0	.	-3	39	-9	1	0	-4
9	C=CCNC(=O)c1ccccc1NC(=O)C1CC(=O)N(C(C)C)C1 (configuration not stated)	-21	7	1.6	21	-1	-3	-8	-2	.	2
10	Cc1ccc(CN/C=C/C(=O)c2ccc(Br)cc2)cc1	-6	32	0.3	6	0	28	-3	0	.	-12
11	COc1cccc(-n2c(C)nn(CCOc3ccccc3)c2=O)c1	3	.	-2.9	-3	-4	8	-15	41	-2	-6
12	CCOc1cc(C2C(C#N)=C(N)OC(C)=C2C(C)=O)c(Br)c(Br)c1OC(C)C (configuration not stated)	18	.	-0.3	-18	3	-27	-7	.	.	-7

With a hit mark in MITF act, of those listed so far:
cpd	SMILES	SR-BI HDL uptake	PfHsp90 set2	CAL PDZ FP-1	SR-BI DiI-HDL act	Rtt109 HAT inh	MITF act	PvdQ inh	NSD2 inh	CAL PDZ FP-2	dFosB activator
3	CCN(CC)c1ccc(NC(=O)/C=C\c2ccccc2Cl)cc1	43	-1	-0.4	-43	2	96*	-2	4	0	-13

Next part
cpd	SMILES	SR-BI HDL uptake	PfHsp90 set2	CAL PDZ FP-1	SR-BI DiI-HDL act	Rtt109 HAT inh	MITF act	PvdQ inh	NSD2 inh	CAL PDZ FP-2	dFosB activator
13	COc1ccc2c(=O)c3c(=O)n(Cc4ccco4)c(-c4ccco4)nc3oc2c1	10	-6	-5.3	-10	5	14	5	7	-3	-15
14	CCOC(=O)Cn1nc(C)c(NC(=O)c2ccc(Cl)c([N+](=O)[O-])c2)c1C	5	.	-1.5	-5	11	10	7	-4	-7	-5
15	COC(=O)CC1Nc2ccccc2SC1=O (configuration not stated)	-20	.	0.3	20	-1	.	-6	5	-1	-12
16	COc1ccc(C(CNC(=O)C2COc3ccccc3O2)N2CCCC2)cc1 (configuration not stated)	-9	0	0.5	9	1	0	-18	4	68*	-1
17	COc1ccc(NC(=O)c2c(C(F)(F)F)nn(C)c2SCc2ccccc2Cl)cc1	23	13	-0.7	-23	2	.	-4	0	0	-7
18	O=C(NCC1CCCO1)c1cccc(S(=O)(=O)N(Cc2ccccc2)c2ccccc2)c1 (configuration not stated)	1	.	0.0	-1	5	-2	10	0	-4	-10
19	O=C(CCNC(=O)c1ccccc1Cl)NCC(c1ccco1)N1CCCC1 (configuration not stated)	7	33	0.1	-7	-15	-11	-16	3	-3	6
20	O=C(CN(C(=O)CNC(=O)c1ccco1)c1ccc(F)c(Cl)c1)NC1CCCCC1	-26	-26	-0.3	26	-1	-7	-8	.	24	-7
21	COc1ccc([C@@H](C)NC(=O)c2ccc3oc(C(C)C)nc3c2)cc1	-8	9	-2.8	8	-7	55	-15	3	-2	-12
22	Cc1ccccc1NC(=O)Cn1cnc2c(oc3ccccc32)c1=O	3	-8	-0.2	-3	6	2	-15	-3	-5	0
23	Cc1ccc(C)c(NC(=O)c2ccc(S(=O)(=O)C(F)F)cc2)c1	6	-2	-1.1	-6	15	-3	-3	-1	0	-5
24	Cc1ccc(S(=O)(=O)N(C)c2ccccc2C(=O)N2CCCC2)cc1	3	-10	-0.3	.	-2	0	-4	-2	10	2

(list continues)
cpd	SMILES	SR-BI HDL uptake	PfHsp90 set2	CAL PDZ FP-1	SR-BI DiI-HDL act	Rtt109 HAT inh	MITF act	PvdQ inh	NSD2 inh	CAL PDZ FP-2	dFosB activator
25	CCOc1ccc(C(=O)CCC(=O)N(CC)CC(=O)NCc2cccs2)cc1	38	11	-1.7	-38	11	7	15	3	-1	-3
26	O=C(OCc1ccc(F)cc1Cl)c1ccccn1	-27	13	-1.0	27	-1	-4	-2	-1	0	6
27	C[C@@H]1C=C(C(=O)NCc2nc3ccccc3[nH]2)O[C@H](OCc2ccc(CO)cc2)C1	-21	.	0.8	21	0	-1	2	.	1	-5
28	O=C(COC(=O)CC1CC2CCC1C2)NC(=O)NC1CCCC1 (configuration not stated)	2	-34	-1.0	-2	7	-2	0	0	0	2
29	COCCN1C(=O)C(C(=O)OC)CC2=C1CC(C)(C)CC2=O (configuration not stated)	-5	-17	-0.3	5	-11	8	-2	.	-4	0
30	O=C(CN1C(=O)/C(=C/c2ccc(F)cc2)SC1=S)N1CCN(CCc2ccccn2)CC1	30	-18	0.1	-30	3	-7	-25	2	-5	-11
31	CCOc1ccc(CO[C@@H]2O[C@H](CO)[C@@H](O)[C@H](O)[C@H]2NC(C)=O)cc1OC	.	-3	.	.	-3	10	-18	8	-4	-3
32	CCCc1c(C(=O)NNc2ccccc2OC)cnn1-c1ccccc1	-17	9	0.2	17	5	29	-14	2	0	-19
33	O=C(O)c1cccc(NC2=C(N3CCOCC3)C(=O)c3ccccc3C2=O)c1	.	-1	0.9	.	-5	-6	4	29	3	-4
34	COc1cccc(/C=N/NC(=O)c2ccoc2C)c1O	.	4	-2.8	.	-6	2	4	-11	-4	14
35	Cc1ccc2nc3c(cc(C(=O)NCC4CCCO4)c(=N)n3CC3CCCO3)c(=O)n2c1 (configuration not stated)	.	21	0.4	.	-117	5	-4	.	4	-8
36	COc1ccc(OC)c(S(=O)(=O)Nc2ccc(-c3ccc4nnc(C)n4n3)cc2)c1	10	-30	-2.8	-10	.	-27	-2	1	0	1

Continuation.
cpd	SMILES	SR-BI HDL uptake	PfHsp90 set2	CAL PDZ FP-1	SR-BI DiI-HDL act	Rtt109 HAT inh	MITF act	PvdQ inh	NSD2 inh	CAL PDZ FP-2	dFosB activator
37	COc1cc(OC)c(C(=O)NNC(=O)c2ccccc2-n2cccc2)cc1OC	7	14	-1.2	-7	3	7	3	0	.	-5
38	Cc1cc(=O)[nH]c2c(C)c(N)ccc12	1	-14	-0.5	-1	-7	-7	-23	3	1	8
39	O=C(N/N=C/c1ccc[nH]1)c1sc2ccccc2c1Cl	75*	-52	-3.1	-75	19	6	-11	3	-3	-6
40	COc1cccc(NC(=O)CSc2nnc(CNC(=O)c3ccccc3F)o2)c1	5	-19	-0.3	-5	-5	1	-12	-1	-6	-3
41	COc1ccc(-n2cnc3cc(N)ccc32)cc1	-18	14	-0.8	18	1	10	-6	.	-7	4
42	CCCCCc1c(C)[nH]c2nc3ccccc3n2c1=O	10	-7	.	-10	-7	7	0	5	-5	-6
43	Cc1cn(C2CCC(CO)O2)c(=O)[nH]c1=O (configuration not stated)	-12	4	.	12	13	-7	2	3	2	5
44	CCN(C(=O)C1CC1)C1CCS(=O)(=O)C1 (configuration not stated)	-16	1	0.1	16	-1	13	7	1	-4	2
45	CC(CCN(C)C)OC(=O)c1ccc(C(C)c2ccccc2)o1 (configuration not stated)	.	-43	0.1	.	-13	2	-3	4	1	-4
46	O=C(N/N=C/C=C/c1cccc([N+](=O)[O-])c1)c1ccncc1	-24	7	-0.7	24	13	.	4	0	.	3
47	COc1cc(C)ccc1OCc1cc(C(=O)NC(C)Cn2cncn2)no1 (configuration not stated)	6	-4	-1.2	-6	-4	123*	5	-3	.	-9
48	CC(O)[C@H]1CNC(=S)N1CCc1cccc(F)c1 (some centres not stated)	-9	-15	1.6	9	-4	-7	-5	.	-2	4

(further entries)
cpd	SMILES	SR-BI HDL uptake	PfHsp90 set2	CAL PDZ FP-1	SR-BI DiI-HDL act	Rtt109 HAT inh	MITF act	PvdQ inh	NSD2 inh	CAL PDZ FP-2	dFosB activator
49	CC1CCCC(NC(=O)COC(=O)COc2cccc(F)c2)C1C (configuration not stated)	-15	.	-0.3	15	2	-4	-14	0	-4	-1
50	O=C(CCNC(=O)C1CCN(S(=O)(=O)c2ccc(F)cc2)CC1)NCc1ccc(F)cc1	-24	0	-0.5	24	1	7	-17	-13	6	-2
51	COc1ccc(OC)c(NC(=O)CSc2sc3c(O)cc(=O)[nH]c3c2C#N)c1	.	-12	-1.2	.	5	-1	-9	.	-2	-12
52	Cc1ccc(S(=O)(=O)NC2=NCN(Cc3ccccc3)CN2)cc1	-12	.	-0.9	12	-3	.	-9	-6	-2	-1
53	O=C(CCc1ccccc1)NNC(=O)c1ccccc1Br	-17	16	-1.1	17	1	5	-5	1	-4	-4
54	CN1C(C(=O)Nc2ccc(F)cc2F)=CC(c2cccs2)=NS1(=O)=O	-7	16	-5.3	7	0	-1	-5	.	.	-3
55	O=c1c2ccccc2n(Cc2ccccc2F)c(=O)n1Cc1ccccc1F	-8	.	-2.4	8	2	.	-1	-3	-3	-7
56	CN(C)S(=O)(=O)c1ccc(C(=O)OCC(=O)Nc2cccnc2Cl)cc1	-8	-5	-3.0	8	9	8	3	2	-2	-4

Another view of some results above.
Under each structure – SR-BI HDL uptake, PfHsp90 set2, CAL PDZ FP-1, SR-BI DiI-HDL act, Rtt109 HAT inh, MITF act, PvdQ inh, NSD2 inh, CAL PDZ FP-2, dFosB activator
55	O=c1c2ccccc2n(Cc2ccccc2F)c(=O)n1Cc1ccccc1F
    -8, ., -2.4, 8, 2, ., -1, -3, -3, -7
56	CN(C)S(=O)(=O)c1ccc(C(=O)OCC(=O)Nc2cccnc2Cl)cc1
    -8, -5, -3.0, 8, 9, 8, 3, 2, -2, -4
